Screening results: PubChem BioAssay, National Center for Advancing Translational Sciences (NCATS)
Menin-MLL TR inh: qHTS Assay for Inhibitors Targeting the Menin-MLL Interaction in MLL Related Leukemias: Competition With Texas Red Labeled MLL-derived Mutant Peptide; 0.23% of 270,000 active; Potency, µM (highest dose often 61.6 µM), for inactives: at the top dose FP activity change, negative = inhibition, hits mostly inhibitors; Menin + Texas Red MLL mutant peptide, fluorescence polarization; AID 1768, 2009; active = well fitted inhibition curve with a large enough effect in the polarisation, with a control signal flat, not every such curve was filed as active; inconclusive = small, poorly fitted or top-dose-only effect, or effect the other way, or a change in a side signal; inactive = no such curve, though single readings can be large or run the other way; the % refers to the polarisation; note: potency is the fitted concentration of half-maximal effect; % of control where 0% means no effect; many of its hits are not listed in these tables
a7 integrin act: qHTS for Activators of Integrin-Mediated Alleviation for Muscular Dystrophy | alpha7betagal myoblasts, beta-gal FDG fluorescence, 48 h | Potency, µM (titrated, usually from 38.3 µM), inactives show at the highest dose activation, actives largely listed as activators | 0.064% of 350,000 active | AID 624291, 2012;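 note: potency is the fitted concentration of half-maximal effect; 100% = response of the positive control SU9516; nearly all actives have a fitted effect of over 60% in size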
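Alpha7betagal+/- myoblasts (passage 13) were plated 16-24 hr, then exposed to compounds (1:260 dilution of DMSO stock) for 48 hours at 37C. After MPER lysis, β-galactosidase reporter activity was read as FDG fluorescence (ex 480/em 540) after 30 minutes.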
S-ASM inh: Inhibitors of Secretory Acid Sphingomyelinase (S-ASM): qHTS | AID 504937, 2011 | placental ASM, HMU-PC fluorogenic substrate, 60 min | 0.006% of 340,000 active | Potency, µM (doses to about 57.5 µM), for the others: at the highest dose activity change, negative = inhibition, hits mostly inhibitors; note: potency is the fitted concentration of half-maximal effect
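qHTS format. ASM enzyme prepared from human placenta hydrolyses the fluorogenic substrate HMU-PC0 (9 uM final) over 60 min at 37 °C after a 10 min compound preincubation.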
Giardia killer: Small Molecules that selectively kill Giardia lamblia: qHTS; Giardia lamblia trophozoite viability; 0.15% of 340,000 active; AID 540267, 2011; activity change, % at 7.66 µM, hits read low; in the data active = activity change below about -80%; inconclusive = between about -30% and that limit;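 note: parasites exposed to compound for two days anaerobically before the ATP read; % is set by controls: 0 for no effect and ±100 for the full control effect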
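Trophozoite viability was measured as ATP-dependent luminescence, read 15-30 min after reagent addition. Before that, parasites at 100 cells/well were exposed to compounds for 48 h, anaerobically, at 37 deg C.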
GALK inh: qHTS Assay for Inhibitors of Human Galactokinase (GALK); P51570; Purified GALK, Kinase-Glo residual ATP luminescence; Potency, µM (series often up to 57.5 µM), for inactives: at the top dose activity change, negative = inhibition, actives largely listed as inhibitors; 0.007% of 270,000 active; note: potency is the fitted concentration of half-maximal effect; % is set by controls: 0 for no effect and ±100 for the full control effect
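GALK at 5 nM final was combined with compound, 35 uM ATP and 100 uM galactose in HEPES pH8.0 with MgCl2 and DTT. The reaction ran one hour at room temperature before luminescent ATP detection.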
PKM2 activator: qHTS Assay for Activators of Human Muscle isoform 2 Pyruvate Kinase; Pyruvate kinase PKM (Homo sapiens), P14618; Potency, µM (doses to about 57.5 µM), for inactives: at the highest dose activation, hits mostly activators; purified PKM2, Kinase-Glo ATP luminescence, activation; response scale: 0% is enzyme alone, no compound; 0.34% of 260,000 active; note: potency is the fitted concentration of half-maximal effect; % is set by controls: 0 for no effect and ±100 for the full control effect; nearly all actives have a fitted effect of over 55% in size
Target sequence (P14618 whole entry, looked up, canonical isoform): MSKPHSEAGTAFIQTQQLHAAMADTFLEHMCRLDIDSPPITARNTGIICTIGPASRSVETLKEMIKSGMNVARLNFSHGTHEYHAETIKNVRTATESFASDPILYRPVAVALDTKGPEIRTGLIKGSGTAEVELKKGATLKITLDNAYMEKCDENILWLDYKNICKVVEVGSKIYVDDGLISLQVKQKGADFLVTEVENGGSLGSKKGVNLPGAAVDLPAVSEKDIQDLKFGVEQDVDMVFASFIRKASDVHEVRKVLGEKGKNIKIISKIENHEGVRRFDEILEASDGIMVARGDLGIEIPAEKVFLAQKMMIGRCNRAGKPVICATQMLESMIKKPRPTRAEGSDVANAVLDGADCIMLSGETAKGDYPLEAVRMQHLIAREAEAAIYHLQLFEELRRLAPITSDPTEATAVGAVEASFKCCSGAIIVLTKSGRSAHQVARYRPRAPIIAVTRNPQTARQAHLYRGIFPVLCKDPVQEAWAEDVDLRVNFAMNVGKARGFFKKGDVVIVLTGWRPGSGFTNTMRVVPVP
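Purified hPK-M2 (>95% pure) converted ADP (0.1 mM final) to ATP with 0.5 mM PEP in 50 mM imidazole pH7.2, KCl, MgCl2, Tween 20, BSA; 1 h at room temperature. ATP detected by Kinase-Glo luminescence.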
B2AR arrestin: qHTS assay of beta-arrestin-biased ligands of beta2-adrenergic receptor; Beta-2 adrenergic receptor (Homo sapiens), P07550; beta-arrestin recruitment to beta2AR, cell-based reporter; Potency, µM (top dose mostly 46.1 µM), without a hit: at the top dose activation, usual class: activators; 0.02% of 330,000 active; AID 492947, 2010;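 note: potency is the fitted concentration of half-maximal effect; 0% = DMSO controls and full agonism = EC100 isoproterenol or metaproterenol; nearly all actives have a fitted effect of over 65% in size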
BCR signal inh: qHTS Assay to Find Inhibitors of Chronic Active B-Cell Receptor Signaling. ABC-DLBCL IkBa-CBG/CBR reporter, luminescence ratio, 4 h. Potency, µM (series often up to 46.1 µM), for the others: at the top dose ratio change, negative = lower green/red ratio, most hits filed as inhibitors. 0.05% of 340,000 active; active = well fitted inhibition curve with a large enough effect in the signal ratio, with a control signal flat, not every such curve was filed as active; inconclusive = small, poorly fitted or top-dose-only effect, or effect the other way, or a change in a side signal; the % refers to the signal ratio;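 note: potency is the fitted concentration of half-maximal effect; plate controls were basal doxycycline-induced cells for no effect and cells given 10 µM MG132 for full effect; MG132 reads +100%, hits lower the ratio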
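TMD8 ABC-DLBCL cells carrying doxycycline-inducible green luciferase fused to IkappaBalpha plus unfused red luciferase were exposed to compounds (up to 46 uM) for 4 hrs at 37C. Activity came from the overlap-corrected green/red luminescence ratio.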
Tb PFK block: qHTS Assay to Find Inhibitors of T. brucei phosphofructokinase | T. brucei PFK, ADP-Glo luminescence | Potency, µM (titrated, usually from 57.5 µM), without a hit: at the top dose activity, negative = inhibition, actives largely listed as inhibitors | 0.17% of 330,000 active | AID 485367, 2010;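 note: potency is the fitted concentration of half-maximal effect; 0% = uninhibited 1x PFK enzyme wells and -100% = no-enzyme wells; nearly all actives have a fitted effect of over 60% in size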
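1.25 nM PFK with 0.5 mM F6P and 0.1 mM ATP in 0.1 M TEA pH 8.0, 5 mM MgCl2, incubated 45 min at room temperature; ADP measured by ADP-Glo luminescence; compounds titrated up to 57 uM.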
FBPA coupling cs: qHTS Assay for Inhibitors of Fructose-1,6-bisphosphate Aldolase from Giardia Lamblia: Coupling assay counterscreen | coupling enzyme system counterscreen, AmpLite Red fluorescence | activity change, negative = inhibition, % at 58.2 µM, hits read low | 0.67% of 290,000 active | AID 2472, 2010; in the data active = activity change below about -30%; note: % is set by controls: 0 for no effect and ±100 for the full control effect
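Activity here indicates interference with the coupling reaction, not aldolase inhibition. Compounds at 57.5 uM final met coupling enzymes for 10 min at RT; substrate and AmpLite Red detection followed, with a 525/598 nm fluorescence read after 20 min.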
TSG101-PTAP inh: qHTS Assay for Iinhibitors of HIV-1 Budding by Blocking the Interaction of PTAP/TSG101; Tumor susceptibility gene 101 protein (Homo sapiens), Q99816; Fluorescence polarization, FITC-PTAP peptide / Tsg101 binding; Potency, µM (highest dose often 115 µM), for inactives: top-dose activity change, negative = inhibition, hits mostly inhibitors; 340,000 tested, under 10 active; active = well fitted inhibition curve with a large enough effect in the main read-out, with a control signal flat, not every such curve was filed as active; inconclusive = small, poorly fitted or top-dose-only effect, or effect the other way, or a change in a side signal; inactive = no such curve, though single readings can be large or run the other way; note: potency is the fitted concentration of half-maximal effect; % of control where 0% means no effect
Target sequence (Q99816 whole entry, looked up): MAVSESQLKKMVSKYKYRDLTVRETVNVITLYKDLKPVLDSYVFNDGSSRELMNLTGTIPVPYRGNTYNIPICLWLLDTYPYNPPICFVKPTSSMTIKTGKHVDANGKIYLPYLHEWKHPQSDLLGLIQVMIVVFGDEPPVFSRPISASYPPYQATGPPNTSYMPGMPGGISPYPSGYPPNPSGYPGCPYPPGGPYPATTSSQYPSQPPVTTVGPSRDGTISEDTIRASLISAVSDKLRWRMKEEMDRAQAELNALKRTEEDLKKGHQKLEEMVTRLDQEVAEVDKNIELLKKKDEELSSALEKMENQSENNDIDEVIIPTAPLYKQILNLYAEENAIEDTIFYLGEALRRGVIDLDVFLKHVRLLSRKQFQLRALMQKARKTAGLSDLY
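Fluorescence anisotropy tracks displacement of a FITC-tagged PTAP peptide (50 nM) from the Tsg101 binding domain (10 uM), following a 20 min room-temperature incubation at pH 7.5.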
Numbers without * were called inactive; ? = inconclusive; · = not tested or not shown; [ ] = another dose, or the depositor's remark. Unless noted, calls come from the whole dose curve; as a rule, active = well fitted curve in the direction sought with a large enough effect; inconclusive = small, poorly fitted or top-dose-only effect, or another doubt; inactive = no such curve, though single readings can be large; an effect the other way counts as inactive or inconclusive.

SMILES	Menin-MLL TR inh	a7 integrin act	S-ASM inh	Giardia killer	GALK inh	PKM2 activator	B2AR arrestin	BCR signal inh	Tb PFK block	FBPA coupling cs	TSG101-PTAP inh
Cc1cc(C)cc(NC(=O)CN2CCN(c3ncccn3)CC2)c1	0%	18%	4%	-12	0%	-3%	0.0%	-9%	-4%	2	0%
CCCNC(=S)N1CC2(C)CN(C(=O)C(=O)OC)CC(C)(C1)C2=O	-5%	-60%[inhibitor]	6%	-9	-2%	0%	-0.2%	-10%	-2%	-1	-1%
O=C(COC(=O)c1ccc(Cl)nc1)Nc1ccccc1OC(F)F	19%	-2%	-3%	-22	-3%	-5%	0.2%	0%	-3%	3	-2%
Cc1cccn2c(=O)c(C=Nc3ccc(Cl)cc3)c(NCCO)nc12	1%	2%	173%[activator]	0	-5%	0%	-0.1%	1%	-6%	1	-4%
O=C(/C=C/c1ccccc1)N1CCN(CCN2C(=O)c3cccc4cccc(c34)C2=O)CC1	14%	-8%	-3%	-26	1%	-2%	-0.6%	?	3%	2	0%
O=c1c2c(nc3nc(Cc4ccccc4)[nH]n13)CCC2	-20%	9%	4%	3	-3%	-4%	0.0%	?	2%	-8	-6%
Oc1csc(Cc2nc(-c3ccc(-c4ccccc4)cc3)cs2)n1	?	29%	-1%	5	-1%	-4%	-0.1%	1%	0%	0	-4%
CC(Sc1nnc(N)s1)C(=O)Nc1ccc2c(c1)OCO2 (centres undefined)	·	-1%	2%	9	·	·	-1.0%	0%	10%	·	-3%
O=Cc1ccc(OCc2cn3ccccc3n2)cc1	-7%	0%	3%	-12	-9%	2%	0.1%	-6%	5%	0	-6%
Cc1nn(CC(=O)OCC(=O)NCCc2ccc(S(N)(=O)=O)cc2)c(C)c1[N+](=O)[O-]	·	4%	2%	-14	·	·	-0.5%	-1%	-2%	·	0%
CC1CCCN(CCCNC(=O)c2cn(C)c3ccc(S(=O)(=O)N(C)C4CCCCC4)cc3c2=O)C1 (centres undefined)	·	-38%	2%	15	-4%	·	0.3%	4%	-4%	·	-4%
CCCOC(=O)c1c(N)sc(C(=O)OCC)c1C	-4%	-18%	5%	-14	0%	7%	-0.2%	?	0%	1	-4%
CCOC(=O)CN1C(=O)N(CC(=O)OCC)C(c2ccccc2)(c2ccccc2)C1=O	-17%	-10%	-3%	-25	·	-2%	-1.0%	0%	-3%	-7	-1%
COc1ccccc1NC(=S)NCc1ccc2c(c1)OCO2	27%	-18%	4%	-8	-2%	0%	-0.2%	2%	?	0	-9%
CCOC(=O)N1CCN(C(=S)Nc2ccc(C)c(C)c2)CC1	-13%	-14%	4%	2	0%	-9%	-0.1%	-6%	4%	4	-1%
CCC(=O)Nc1ccc(C2C(=O)c3ccccc3C2=O)cc1	?	5%	-2%	-82*	8%	·	2.2%	-4%	-13%	-1	-6%
Cn1cc(/C=C(\NC(=O)c2ccccc2)C(=O)NCCN2CCOCC2)c2ccccc21	·	17%	-1%	8	5%	·	0.1%	?	-2%	·	0%
COc1cc(C)nc(OCCNS(=O)(=O)c2cc(C)ccc2C)n1	-5%	-11%	1%	17	0%	0%	0.2%	?	-1%	4	-4%
COc1cccc(OC)c1C(=O)OCC(=O)N1CCC(Cc2ccccc2)CC1	·	20%	1%	-9	·	·	0.4%	?	2%	·	0%
CC1CC(=O)Nc2ccccc2N1C(=O)Nc1ccc(F)cc1 (centres undefined)	·	15%	19%	11	3%	1%	0.5%	11%	6%	1	-7%
Cc1c(Cl)cccc1NC(=O)COC(=O)c1c2c(nc3ccccc13)CCN(Cc1ccccc1)C2	-25%	-46%[inhibitor]	-15%	-2	0%	9%	0.1%	9%	-25%	8	0%
O=C(NCCCN1CCOCC1)C1(c2ccccc2)CCCC1	4%	5%	3%	6	1%	8%	0.3%	0%	-8%	-1	-1%
CN(C1=NS(=O)(=O)c2ccccc21)c1ccc(OC(=O)c2ccccc2)cc1	·	15%	3%	11	-2%	·	-0.1%	3%	-8%	0	-1%
CC(C)c1cc(C(C)C)c(S(=O)(=O)NNC(=O)c2ccncc2)c(C(C)C)c1	-4%	2%	-3%	19	1%	6%	0.3%	1%	-1%	-1	0%
O=C(c1cc2cc(Cl)ccc2[nH]1)N1CCN(c2ccccc2F)CC1	?	7%	-20%	-15	1%	0%	0.2%	3%	-1%	-3	-1%
CCN(CC)CCn1c2c(c(SCC(=O)NCc3ccccc3)nc1=O)CCCC2	·	-23%	0%	-7	·	·	0.0%	-1%	-8%	·	-3%
NS(=O)(=O)c1ccc(NC(=O)COC(=O)CCC2CCCC2)cc1	11%	0%	-8%	3	0%	0%	-0.6%	-2%	1%	0	-3%
O=C(CN1CCN(C(=O)c2ccccc2)CC1)Nc1ccc(Br)cn1	4%	14%	3%	-15	0%	0%	-0.5%	-8%	-8%	2	-2%
CCCc1cc(=O)oc2cc(OC3CCCCC3=O)ccc12 (centres undefined)	-13%	-24%	32%[activator]	-27	1%	·	0.0%	?	0%	0	-7%
COc1ccc2oc(C(=O)OCC(=O)NCc3ccccc3OC)c(C)c2c1	·	-19%	-2%	-20	·	·	-3.5%	0%	0%	·	-1%
CC(=O)N(C)c1ccc(NS(=O)(=O)c2cccc3nsnc23)cc1	24%	23%	6%	-3	-1%	-1%	-1.0%	4%	-2%	-2	-2%
O=C(NCc1ccco1)c1ccc(COc2cccc3ccccc23)cc1	11%	12%	-20%	-9	-3%	0%	4.0%	?	-8%	0	1%
Cc1ccc(C)n1-c1cccc(S(=O)(=O)N2CCOCC2)c1	-9%	-13%	3%	-26	0%	-1%	0.1%	-15%	-5%	-3	-1%
CN(c1ccccc1)S(=O)(=O)c1ccc(Cl)c(C(=O)Nc2ccccc2N2CCOCC2)c1	·	-31%	-1%	-3	·	·	-0.3%	6%	-3%	·	-2%
COc1cccc(CC(NC(C)=O)C(=O)NC2CCN(C(=O)c3ccc(Cl)cc3)CC2)c1OC (centres undefined)	·	1%	-5%	8	5%	·	-0.2%	1%	5%	3	-5%
CCC(CO)n1c(SCc2cc([N+](=O)[O-])cc3c2OCOC3)nc2ccccc2c1=O (centres undefined)	6%	4%	-9%	11	0%	0%	-0.4%	?	1%	0	2%
O=C(c1ccc(Cl)c(S(=O)(=O)N2CCCCCC2)c1)N1CCOCC1	-14%	16%	-2%	-6	2%	?	-0.1%	-7%	9%	3	2%
Cc1cc(C(F)(F)F)nc(SCC(=O)NC2CCCCC2)n1	-1%	6%	5%	-5	0%	·	-0.4%	0%	-1%	-1	-2%
O=c1cc(N2CCc3ccccc32)[nH]c(=O)n1-c1ccc(Br)cc1	?	1%	6%	-11	-3%	0%	-0.2%	?	2%	-13	-5%
Cc1cc(-c2nnc(SCc3ccccn3)o2)no1	1%	-13%	-6%	-12	-1%	?	-0.6%	11%	2%	2	-6%
O=C(Nc1ccccc1)/C(=C/c1ccc2c(c1)OCO2)NC(=O)c1ccco1	0%	13%	4%	-13	1%	-6%	2.9%	-11%	0%	-1	0%
Cc1ccnc2nc(C(=O)OCC(=O)c3ccccc3)nn12	·	-3%	3%	2	·	·	-1.1%	7%	-4%	·	1%
Cc1cc(C)cc(NS(=O)(=O)c2ccc(NC(=S)NC(=O)c3cccs3)cc2)c1	?	-27%	9%	-12	0%	-3%	-0.2%	5%	6%	0	-4%
COc1ccc(/C=N/NC(=O)Cn2nc(C)c([N+](=O)[O-])c2C)cc1	0%	17%	0%	-13	-1%	2%	0.0%	?	-9%	0	-2%
COc1ccc(C(=O)NC(=S)NNC(=O)c2ccco2)cc1	-11%	-32%	2%	-10	-1%	-1%	-0.6%	0%	-1%	1	-8%
CC(CCc1ccc(O)cc1)NC1C2CC3CC(C2)CC1C3 (centres undefined)	-3%	-22%	0%	-7	0%	0%	0.1%	?	1%	0	-4%

Not all compounds are listed. The share of hits here may be higher or lower than overall.
